DUSP3 inh: blocks human VHR1 dual specificity phosphatase; P51452; recombinant VHR phosphatase, pNPP absorbance; inhibition, % at 13.3 µM; 290,000 tested, 0.52% active; in the data active = inhibition above about 50%; note: some compounds called inactive have numbers as strong as hits
Target sequence (P51452 whole entry, looked up): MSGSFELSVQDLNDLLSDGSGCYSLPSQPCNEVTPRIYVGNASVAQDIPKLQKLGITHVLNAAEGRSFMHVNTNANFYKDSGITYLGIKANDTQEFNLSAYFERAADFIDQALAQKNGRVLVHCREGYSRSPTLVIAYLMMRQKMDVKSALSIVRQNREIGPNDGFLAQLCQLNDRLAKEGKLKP
PfHsp40 rescue: restores yeast growth despite PfHsp40 toxicity; S. cerevisiae expressing PfHsp40, growth rescue, ATP luminescence; growth rescue, % at 12.5 µM; 340,000 tested, 0.68% active; AID 504582; in the data active = growth rescue above about 28%, passing the limit was not always enough;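 note: yeast W303a lacking pdr1 and pdr3 grown in galactose medium; growth measured after three days at 30 °C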
CCHFV vOTU inh: CCHFV vOTU protease inhibition. Pep-AMC fluorescence. 370,000 tested, 0.55% active. inhibition, % at 11.5 µM; in the data active = inhibition above about 30%; note: 0% = vehicle wells with enzyme and 100% = no enzyme wells
Yp Topo-I inh: Y. pestis Topo-I inhibition via cleavage products; Y. pestis Topo-I cleavage product accumulation, plate reader; activity, % at 10 µM; 360,000 tested, 0.064% active; in the data active = activity above about 50%, passing the limit was not always enough; note: inactives centre near 2
Anthrax LF prot: anthrax lethal factor protease inhibition. multiplex microsphere protease cleavage assay, LF. 360,000 tested, 0.12% active. inhibition, % at 10 µM; note: plate controls were buffer without enzyme for full effect and enzyme alone for no effect
Target sequence (P15917 whole entry, looked up): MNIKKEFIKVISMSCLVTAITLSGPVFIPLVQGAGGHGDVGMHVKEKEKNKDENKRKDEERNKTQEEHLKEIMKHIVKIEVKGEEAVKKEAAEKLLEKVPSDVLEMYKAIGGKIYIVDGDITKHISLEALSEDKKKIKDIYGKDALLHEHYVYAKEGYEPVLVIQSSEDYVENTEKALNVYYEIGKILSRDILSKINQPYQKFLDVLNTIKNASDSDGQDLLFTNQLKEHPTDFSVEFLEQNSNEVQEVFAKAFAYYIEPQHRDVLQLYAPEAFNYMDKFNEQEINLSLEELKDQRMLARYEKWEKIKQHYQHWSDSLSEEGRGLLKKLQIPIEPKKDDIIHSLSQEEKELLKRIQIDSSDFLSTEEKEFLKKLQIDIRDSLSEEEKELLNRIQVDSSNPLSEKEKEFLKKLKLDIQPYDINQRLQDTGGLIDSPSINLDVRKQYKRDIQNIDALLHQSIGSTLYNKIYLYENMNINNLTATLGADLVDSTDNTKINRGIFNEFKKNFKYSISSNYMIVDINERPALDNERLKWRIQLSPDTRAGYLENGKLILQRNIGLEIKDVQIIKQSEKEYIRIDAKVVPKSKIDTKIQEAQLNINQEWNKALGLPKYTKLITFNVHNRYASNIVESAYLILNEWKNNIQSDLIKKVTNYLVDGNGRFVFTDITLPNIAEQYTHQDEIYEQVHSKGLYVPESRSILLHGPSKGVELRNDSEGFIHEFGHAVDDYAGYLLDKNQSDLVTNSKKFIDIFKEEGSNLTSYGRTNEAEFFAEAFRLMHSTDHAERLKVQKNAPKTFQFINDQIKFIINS
Vc quorum ag: induces V. cholerae light production without autoinducers | activation, % at 18.7 µM | V. cholerae BH1578 lux reporter, luminescence, 6 h | 350,000 tested, 0.16% active; in the data active = activation mostly above about 9.7%, no sharp cut-off; note: not every result past the cut was called active; inactives centre near 0; reference of the scale not given here
TcdB GH inh: inhibitors of Clostridioides difficile toxin B glycohydrolase. P18177. TcdB glycohydrolase enzymatic assay, plate reader. inhibition, % at 9.99 µM. 350,000 tested, 0.24% active. AID 652162; in the data active = inhibition above about 10%
PriA SSB inh: inhibitors of Klebsiella pneumoniae PriA binding to SSB C-terminal tail | AlphaScreen SSBct-PriA binding, biotinylated peptide | inhibition, % at 33 µM | 430,000 tested, 0.6% active | AID 1272365; in the data active = inhibition mostly above about 37%, no sharp cut-off; inactive = mostly below about 20%;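 note: plate controls were negative control peptide for no effect and reference peptide for full effect; strong numbers were not always called active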
BoNT-A LC inh2: inhibitors of Botulinum neurotoxin A light chain protease. multiplex microsphere protease substrate cleavage, flow cytometry. inhibition, % at 10 µM. 360,000 tested, 0.17% active. AID 588499; note: plate controls were buffer without enzyme for full effect and enzyme alone for no effect
SARS 3CLpro inh: SARS-CoV 3CLpro protease inhibition; recombinant SARS-CoV 3CLpro, quenched FRET peptide cleavage; inhibition, % at 6 µM; 290,000 tested, 0.14% active; AID 1706; in the data active = inhibition above about 12%
* = called active by the depositor; i = inactive; x = no result given; & = joins results of further samples. Cut-off read from the data, not from the text of the source, unless noted: active = inhibition above about 30%; inconclusive = no clear call, values can overlap the other calls; inactive = below that.

SMILES	DUSP3 inh	PfHsp40 rescue	CCHFV vOTU inh	Yp Topo-I inh	Anthrax LF prot	Vc quorum ag	TcdB GH inh	PriA SSB inh	BoNT-A LC inh2	SARS 3CLpro inh
CCN(CC(=O)Nc1c(F)cccc1F)C(=O)c1cc(-c2cccs2)nn1-c1ccccc1	x	-0.5	5	16	-3	i	0.2	-6	-2.0	x
Cc1cccc2cc(COC(=O)c3cccnc3)c(=O)[nH]c12	20	-0.3	8	-4	-6	i	x	-13	-0.1	3
CN(Cc1ccccc1)C(=O)COC(=O)CCN1C(=O)C2CC=CCC2C1=O (stereo unspecified)	x	0.2	5	0	-4	i	1.1	0	0.1	x
Cc1cccc2cc(C(c3nnnn3CC3CCCO3)N3CCCc4ccccc43)c(=O)[nH]c12 (stereo unspecified)	5	-0.6	2	-4	-11	-0.7	x	-11	-2.6	-1
COc1ccc(CNC(=O)/C=C/c2cc3c(cc2Br)OCO3)cc1	7	-0.7	-2	2	-2	-1.0	x	-3	-0.1	0
COCCN(C(=O)CCC(=O)Nc1cccnc1)C(C(=O)NC1CCCCC1)c1ccccc1 (stereo unspecified)	19	-1.0	-11	5	-1	-1.3	x	-16	0.3	2
COc1ccc(CCN(Cc2cccs2)S(=O)(=O)c2ccc(S(=O)(=O)N3CCCCCC3)cc2)cc1OC	1	1.8	4	0	1	-0.3	1.2	6	0.3	-3
COc1ccc(OCC(=O)Nc2ccccc2N2CCN(C)CC2)cc1	16	0.4	-18	4	-9	-0.6	-0.9	-12	-1.1	5
Cc1occc1-c1nnc(SCC(=O)Nc2ccc(F)cc2)n1C	46	-0.5	6	11	-11	-0.5	0.8	3	-3.1	-9
COc1cc(Br)ccc1NC(=O)c1ccccc1-c1ccccc1C(=O)O	x	1.5	7	-6	-2	-0.5	-2.3	-6	0.4	x
O=C(Nc1ccc(-c2cccc(F)c2)cc1)C1CCCN(Cc2ccccn2)C1 (stereo unspecified)	19	0.0	7	24	-1	-0.1	1.0	-3	-2.5	1
COC(=O)c1ccc(NC(=O)C2CCCN2S(=O)(=O)c2ccc(F)cc2)cc1 (stereo unspecified)	-18	-0.3	6	-2	-1	-0.3	x	-5	-1.3	0
Cc1cccc(OCCCC(=O)O)c1	0	0.1	3	-1	2	i	x	-15	-0.9	-1
CCS(=O)(=O)N1CCC(C(=O)NCCc2ccc(C)cc2)CC1	2	0.0	0	-4	2	5.9	0.3	-4	-0.7	2
NC(Cc1c[nH]c2ccc(OCc3ccccc3)cc12)C(=O)O (stereo unspecified)	27	-0.5	-6	-3	0	-0.3	1.2	2	-2.4	-4
CN1CCN(/C(=N\O)c2nonc2N)CC1	-18	2.7	-16	4	5	-0.2	x	x	-0.3	1
CCN(CC)S(=O)(=O)c1cc(NS(=O)(=O)c2ccc(Cl)c(C(=O)O)c2)ccc1C	7	-0.2	-9	-3	-4	i	1.8	2	-0.1	6
CCOC(=O)c1sc2nc(CC(=O)OC)nc(NCc3ccco3)c2c1C	-2	-0.8	4	-5	-5	-0.3	x	8	-0.3	-1
COC(=O)c1c(-c2ccccc2)csc1NC(=O)C1CC=CCC1C(=O)O (stereo unspecified)	14	-1.4	16	-5	1	0.6	-1.5	-20	-0.2	-1
O=C1CCCC(c2ccccc2)N1 (stereo unspecified)	9	-0.8	-5	6	-4	-0.2	0.2	3	-0.2	3
Cc1cccc(N(CC(=O)NC2CCCC2)C(=O)CNC(=O)c2ccco2)c1C	12	-0.6	-5	6	13	-0.3	2.1	4	-5.1	-2
CCOc1ccc(CCN2C(=S)N([C@@H](Cc3ccc(O)cc3)CN3CCC[C@@H]3CN3C(=S)NC[C@@H]3Cc3ccc(O)cc3)C[C@@H]2Cc2ccc(O)cc2)cc1	x	x	-7	x	-8	x	0.3	x	-1.0	x
CCOC(=O)C1CCCN(CC(=O)Nc2cc(C)cc(C)c2)C1 (stereo unspecified)	37	7.6	-11	3	1	i	0.8	3	0.0	-5
COC(=O)C1=C(C)NC2=C(C(=O)c3ccccc32)C1c1ccc(-c2ccc(C(=O)O)cc2)o1 (stereo unspecified)	-9	-0.2	x	24	15	i	x	-22	21	-2
CCOc1cc(N2CCOCC2)c(OCC)cc1NC(=O)c1cccc(S(=O)(=O)N2CC(C)OC(C)C2)c1 (stereo unspecified)	x	x	5	4	-15	i	-8.5	x	-1.0	x
CCn1cc(S(=O)(=O)CC(=O)Nc2ccc3c(c2)OCO3)c2ccccc21	26	0.8	7	1	-4	-0.6	1.5	9	-0.7	x
CCCN(CCC)CCNC(=O)C1CCCN(S(=O)(=O)c2ccc3c(c2)oc(=O)n3C)C1 (stereo unspecified)	4	1.0	-13	2	1	-0.4	x	-11	0.5	0
CCN(CC)S(=O)(=O)c1ccc2[nH]c(=O)cc(C(=O)Nc3cccc(C(C)=O)c3)c2c1	-7	-1.5	-4	2	-3	0.4	1.4	-3	1.4	3
COc1cccc(OCc2cc(C(=O)N(C)CCOc3ccc(C)cc3)no2)c1	48	0.3	11	37	-4	i	0.4	-22	-0.7	2
CCNC(=O)CC1SC(=Nc2ccc(C)cc2)N(CC)C1=O (stereo unspecified)	7	-0.8	5	-1	-2	i	x	4	-0.5	4
CCCn1c(SCC(=O)Nc2ccc(Cl)cc2F)nc(O)cc1=O	x	0.1	0	3	1	i	-0.5	0	0.1	x
COc1cccc(N(C(=O)Cn2nnc(-c3ccc(C)o3)n2)C(C(=O)NC2CCCC2)c2ccncc2)c1 (stereo unspecified)	7	-0.3	6	6	-11	-5.6	-0.2	-9	-1.9	3
COC(=O)C1=C(C)N(Cc2ccccc2)C(=NCC(C)C)N[C@H]1c1cccc(C(F)(F)F)c1	x	2.9	x	-4	-4	-0.4	x	4	0.3	x
Cc1nnc(SCC(=O)Nc2cc(Cl)ccc2Cl)n1CC1CCCO1 (stereo unspecified)	30	0.2	9	4	-2	-0.3	-0.1	-1	0.6	-1
CCc1c(O)cc2n(c1=O)-c1ccc(Cl)cc1C2(C)C	3	-0.7	14	-1	3	x	x	-12	1.2	0
O=C(c1ccccc1Cl)N1CCC(n2cccc2)CC1	27	-0.5	-14	0	-2	-0.5	3.9	-4	-0.2	5
COCCn1c(SCC(=O)Nc2ccccc2OC)nc2ccccc2c1=O	-29	-0.6	7	34	2	i	0.8	1	0.0	2
O=C(NCc1ccncc1)c1cccc(Cn2cc(Br)cn2)c1	12	-1.0	-4	-8	2	i	x	-19	-0.5	-1
CCOC(=O)N1CC=C2C(C#N)=C(N)C(C#N)(C#N)[C@H](c3cccs3)C2C1 (stereo partly specified)	31	0.7	-1	6	5	-2.1	x	-5	0.8	-3
COc1cccc(-c2ccc3c(c2)O[C@H](CN(C)C(=O)c2ccccc2F)[C@H](C)CN([C@H](C)CO)S3(=O)=O)c1	x	x	2	12	-6	-0.3	-1.2&-1.2&0.6	x	0.0	x
CCCNC(=O)c1ccc(N2CCC3(CC2)CC(c2cccc(Br)c2)=NO3)c(NC(=O)c2c(Cl)cccc2Cl)c1	x	2.9	-9	12	-13	1.0	0.7	-5	-0.5	x
Cc1ccc(NC(=O)COC(=O)CCc2ccc(S(=O)(=O)N3CCOCC3)cc2)c(C)c1	24	0.6	-2	23	-7	-0.4	x	-5	-0.5	7
CCOc1ccc(S(=O)(=O)NCCCN2CCOCC2)cc1	11	-0.8	7	5	2	i	1.5	-8	0.2	4
Fc1ccc2nc(-c3ccccc3)ccc2c1	x	x	4	x	-5	x	0.7	x	1.6	x
COc1ccccc1-c1noc(CCC(=O)N2CCN(c3cc(C)ccc3C)CC2)n1	x	2.1	4	26	2	1.0	0.0	-4	-0.2	x
Cc1ccc(C(=O)N2CCCC2)cc1S(=O)(=O)N1CCCCC1	4	-0.3	-1	3	-3	i	0.0	-3	-1.6	-4
CC1CCN(c2ccc3nnc(CCC(=O)N4CCCCC4)n3n2)CC1	-17	0.9	0	10	-3	i	1.0	4	1.6	6
CCn1c(SCC(=O)Nc2ccc(C)cc2)nc2nc3c(cc2c1=O)CCCC3	46	3.4	6	11	-6	-0.4	0.0	-4	-1.2	3
O=C(NCc1ccc(Cl)cc1)c1ccc(S(=O)(=O)N2CCCCC2)cc1	x	-0.1	9	10	5	i	0.5	-10	2.0	x
CCCCNC(=O)c1c(N)n(CCCOC)c2nc3ccccc3nc12	0	1.5	-59	23	6	i	x	-26	2.8	-4
COc1ccc(C(=O)COC(=O)CSCc2c(C)noc2C)cc1OC	3	-0.5	-2	-2	2	i	0.8	-5	2.1	-1
CCOC(=O)c1ccc(NC(=O)CN2C(=O)C3C4C=CC(C4)C3C2=O)cc1 (stereo unspecified)	23	0.3	5	2	7	-2.0	x	-16	1.1	3
CCn1c(CNC(=O)c2ccccc2F)nnc1SCC(=O)NC1CCCCC1C (stereo unspecified)	22	0.2	2	-5	-1	-0.2	0.7	-4	0.3	-3
O=C(NCC1CCCO1)C1CCCN(S(=O)(=O)c2cccc(C(F)(F)F)c2)C1 (stereo unspecified)	2	0.4	6	-2	2	0.1	1.3	0	-2.7	1
COc1ccc(N2CCN(C(=O)Cc3ccc(S(=O)(=O)N4CCOCC4)s3)CC2)cc1	28	0.0	-6	22	-2	i	x	4	0.2	0
CCCCN=C(NNc1ccc(Br)cc1)C(=O)OCC	-1	-0.1	-6	-2	-2	-0.3	7.1	-13	0.2	0
C=CCN(CC=C)c1nc2ccccc2nc1C(C#N)C(=O)OC(C)C (stereo unspecified)	3	0.0	-8	-6	2	i	x	-6	5.5	3
CCN(CCCNC(=O)Cn1ncc2c([nH]c3ccc(C)cc32)c1=O)Cc1ccccc1	13	-1.8	3	4	0	-0.1	-3.2	-10	-0.2	-1
Nc1ccc2c(c1)Cc1c(F)cccc1-2	x	0.3	x	-2	-4	-4.3	x	2	-0.5	x
OCCC1CN(Cc2ccccc2OC2CCCC2)CCN1Cc1ccsc1 (stereo unspecified)	13	-1.6	0	44	-1	-0.2	x	10	0.0	-6

Other structures.
SMILES	DUSP3 inh	PfHsp40 rescue	CCHFV vOTU inh	Yp Topo-I inh	Anthrax LF prot	Vc quorum ag	TcdB GH inh	PriA SSB inh	BoNT-A LC inh2	SARS 3CLpro inh
O=C(c1ccc(N2CCCC2=O)cc1)N1CCN(c2ccccc2)CC1	15	0.2	2	6	-3	i	x	-7	-0.4	-3
Cc1cccc(OCc2n[nH]c(=S)o2)c1	-14	-1.2	14	-2	1	i	x	3	-1.4	-2
Fc1ccc(CSc2nnc(-c3cccs3)o2)cc1	-6	1.9	23	13	-1	i	0.9	-44	1.1	2
Cc1ccc(OCC(=O)Nc2ccc(C(N)=O)cc2)cc1	79	-1.3	-3	-1	-9	-0.6	1.9	-8	-2.7	-8
CCCNC(=O)CN1C(=O)COc2ccc(S(=O)(=O)N3CC(C)CC(C)C3)cc21 (stereo unspecified)	65	1.3	5	3	-1	-0.3	1.0	-29	1.2	1
Cc1cc(/C=N/NC(=O)c2ccoc2C)cc(C)c1O	x	x	9	2	-3	i	-0.8	x	-0.6	x

Bioassay records: PubChem, several laboratories

Only part of the results is shown. The share of hits here may be higher or lower than overall.
